HCMV antiviral: qHTS Assay for inhibitors of the human cytomegalovirus (HCMV); 410,000 tested, 4.5% active; activity change, negative = inhibition, % at 57.5 µM; HFF cells, HCMV-luciferase reporter, 72 h; hits give low values; AID 1259415, 2018; in the data active means activity change below about -60%; inconclusive means no clear call, values can overlap the other calls; inactive means above about -39%
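Screen run at 2 compound doses on HFFs infected with reporter HCMV, MOI 1 PFU/cell. Luciferase activity from cell lysates at 72 h post infection gave inhibition relative to buffer-only and Salinomycin wells.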
Sm TGR block: qHTS Assay for the Inhibitors of Schistosoma Mansoni Peroxiredoxins. Schistosoma mansoni thioredoxin glutathione reductase (TGR), Q962Y6. Potency, µM (top dose mostly 114 µM), for inactives: at the highest dose activity change, negative = inhibition, hits mostly inhibitors. AID 485364, 2010. 360,000 tested, 3% active. purified TGR, DTNB reduction, TNB absorbance 405 nm; further: potency means the concentration at half of the fitted maximal effect; nearly all actives have a fitted effect of over 60% in size
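First, TGR (20 nM dispensed) and NADPH were mixed with compound. Second, a 15 min room-temperature incubation followed. Third, further NADPH and then DTNB were added to start the reaction. Finally, TNB absorbance was monitored kinetically.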
AmpC detergent: qHTS Inhibitors of AmpC Beta-Lactamase (assay with detergent); P00811; AmpC hydrolysis of nitrocefin, absorbance 480 nm, 0.01% Triton; Potency, µM (highest dose often 114 µM), for inactives: top-dose activity change, negative = inhibition, usual class: inhibitors; 370,000 tested, 0.041% active;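 further: potency means the concentration at half of the fitted maximal effect; 0% = no-compound wells and -100% = no-enzyme wells; nearly all actives have a fitted effect of over 25% in size; some results filed as inactive show a strong effect at the top dose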
Target sequence (P00811 whole entry, looked up): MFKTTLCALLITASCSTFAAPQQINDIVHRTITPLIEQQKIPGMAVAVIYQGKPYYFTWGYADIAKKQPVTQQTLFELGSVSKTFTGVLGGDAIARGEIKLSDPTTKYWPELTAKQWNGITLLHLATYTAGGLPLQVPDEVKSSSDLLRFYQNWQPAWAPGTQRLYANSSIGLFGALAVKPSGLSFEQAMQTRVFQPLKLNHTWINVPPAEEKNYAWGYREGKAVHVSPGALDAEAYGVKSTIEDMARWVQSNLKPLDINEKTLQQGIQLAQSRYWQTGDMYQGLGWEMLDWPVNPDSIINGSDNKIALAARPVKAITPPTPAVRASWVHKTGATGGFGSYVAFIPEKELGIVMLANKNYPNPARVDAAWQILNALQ
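AmpC (5.3 nM in the dispensed reagent) in 20 mM phosphate pH 7.0 with 0.01% (detergent screen) or 0.0001% Triton X-100 was preincubated with compounds for 15 min at room temperature. Nitrocefin was then added from an 800 uM solution, and hydrolysis was followed at 480 nm.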
AmpC inh no detg: qHTS Inhibitors of AmpC Beta-Lactamase (assay without detergent) | AmpC nitrocefin hydrolysis, absorbance 480 nm, 0.0001% Triton | Potency, µM (series often up to 57.1 µM), without a hit: top-dose activity change, negative = inhibition, actives largely listed as inhibitors | 330,000 tested, 0.52% active;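 further: potency means the concentration at half of the fitted maximal effect; plate controls were no compound for no effect and no enzyme for full effect; nearly all actives have a fitted effect of over 20% in size; some results filed as inactive show a strong effect at the top dose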
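20 mM phosphate pH 7.0 + 0.01% (detergent screen) or 0.0001% Triton X-100; 5.3 nM AmpC reagent; cpd preinc 15 min RT; nitrocefin (800 uM stock) to start; A480 q20 s × 4 min; Activity was normalised to no-enzyme and no-compound control wells.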
HCV inh: qHTS Assay for Inhibitors of Hepatitis C Virus (HCV); 340,000 tested, 3.4% active; Potency, µM (titrated, usually from 41.8 µM), inactives show top-dose activity change, negative = inhibition, most hits filed as inhibitors; Huh7.5.1 HCVcc-Cre infection, luciferase reporter, 44 h; AID 651820, 2012; further: potency means the concentration at half of the fitted maximal effect
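Infectious HCVcc-Cre (~0.5 moi) was added to cells just after compound, with cells seeded 4 h earlier at 1,000 per well. Luciferase activity after 44 h culture reported infection; substrate was incubated 15 min at room temperature before reading.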
FBPA Giardia inh: qHTS Assay for Inhibitors of Fructose-1,6-bisphosphate Aldolase from Giardia Lamblia; A8B2U2; purified Giardia FBPA; Potency, µM (highest dose often 59.6 µM), without a hit: at the highest dose activity, negative = inhibition, hits mostly inhibitors; 290,000 tested, 0.71% active; AID 2451, 2010; further: potency means the concentration at half of the fitted maximal effect; nearly all actives have a fitted effect of over 55% in size
Target sequence (A8B2U2 whole entry, looked up): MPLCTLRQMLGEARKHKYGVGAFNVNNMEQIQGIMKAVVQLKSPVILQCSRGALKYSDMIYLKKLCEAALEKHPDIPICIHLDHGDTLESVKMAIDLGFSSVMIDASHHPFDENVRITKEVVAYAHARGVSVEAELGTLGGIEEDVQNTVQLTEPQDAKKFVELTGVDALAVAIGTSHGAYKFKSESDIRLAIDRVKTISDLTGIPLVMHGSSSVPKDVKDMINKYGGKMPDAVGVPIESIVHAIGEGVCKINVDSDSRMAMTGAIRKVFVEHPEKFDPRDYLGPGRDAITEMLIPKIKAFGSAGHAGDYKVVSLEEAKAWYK
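Giardia FBPA (40 nM reagent) was preincubated 10 min at RT with compound (up to 57.5 uM final), then substrate plus GAPDH/TPI/NAD/arsenate coupling system with diaphorase/resazurin was added; resorufin fluorescence (525/598 nm) was read after 20 min.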
Active calls of the source: *; ? = inconclusive; / = no result given; [ ] = another dose, or the depositor's remark. Unless noted, the call rests on the fitted dose curve; in most records, active means well fitted curve in the direction sought with a large enough effect; inconclusive means small, poorly fitted or top-dose-only effect, or another doubt; inactive means no such curve, though single readings can be large; an effect the other way counts as inactive or inconclusive. Unless noted, on the % scale 0 is the no-effect control and ±100 the full control effect.

No. | mol | HCMV antiviral | Sm TGR block | AmpC detergent
1 | COc1cc(/C=N/NC(=O)c2cc3c(ccc4ccccc43)o2)cc(OC)c1O | ? | -11% | -6%
2 | CCn1cc(CN2CCC(n3nccc3NC(=O)Cc3ccccc3)CC2)c(C)n1 | 32 | 1% | 1%
3 | O=C(Cn1c(=O)oc2cc(S(=O)(=O)NCc3ccccc3)ccc21)NCc1ccc(F)cc1 | -6 | 1% | 4%
4 | Cc1ccccc1NC(=O)c1nnn(-c2ccc3c(c2)OCCO3)c1N | 36 | -19% | -10%
5 | Cc1cccc(C(=O)Nc2ncc(CN3CCOCC3)s2)c1 | -15 | -17% | ?
6 | Cc1ccc(C)c(NC(=O)CCc2nc(-c3ccc(C(C)(C)C)cc3)no2)c1 | -31 | 10% | 17%
7 | Cn1nnnc1SCc1nnc(-c2ccccc2Br)o1 | 42 | 3% | -2%
8 | CSc1nc(Nc2ccc(Cl)cc2)c(C#N)c(=O)[nH]1 | 48 | -15% | 0%

No. | AmpC inh no detg | HCV inh | FBPA Giardia inh
1 | 51% | / | -11%
2 | 4% | 6% | /
3 | / | / | /
4 | -14% | 10µM* | /
5 | -12% | 6% | 4%
6 | / | / | /
7 | -14% | -1% | 6%
8 | -30% | 12% | -27%

(cont.)
No. | mol | HCMV antiviral | Sm TGR block | AmpC detergent
9 | Cc1ccc2cc(CNCCc3ccccc3C)c(=O)[nH]c2c1 | 15 | -2% | -1%
10 | CC1CN(c2nc3c(c(=O)[nH]c(=O)n3C)n2Cc2ccccc2F)CC(C)O1 (configuration not stated) | 67 | -30% | 0%
11 | CSc1ncc(Cl)c(C(=O)Nc2ccc(S(=O)(=O)N3CCCC(C)C3)cc2)n1 (configuration not stated) | -86* | 2% | 10%
12 | Cc1ccc(C(=O)N2N=C(c3ccc(NS(C)(=O)=O)cc3)CC2c2cccs2)cc1 (configuration not stated) | 19 | -6% | -8%
13 | NC(=O)c1ccc(C(F)(F)F)n(Cc2ccc(Cl)cc2)c1=O | -20 | 14% | 4%
14 | Cc1ccc(S(=O)(=O)c2nnn3c2nc(NCCCN2CCCC2=O)c2ccccc23)cc1C | 34 | -1% | -13%
15 | COc1ccc2oc(C(=O)OCC(=O)N3CCCCC3C)c(C)c2c1 (configuration not stated) | -15 | / | /
16 | O=C(Cn1ccc([N+](=O)[O-])n1)c1ccccc1 | 18 | -9% | -4%

No. | AmpC inh no detg | HCV inh | FBPA Giardia inh
9 | -6% | -21% | ?
10 | 11% | -27% | -2%
11 | / | / | /
12 | -26% | ? | -6%
13 | -5% | ? | -1%
14 | 112%[activator] | ? | 2%
15 | 73%[activator] | ? | /
16 | -9% | -4% | 7%

Further compounds.
No. | mol | HCMV antiviral | Sm TGR block | AmpC detergent
17 | CC(C)(C)NC(=O)NC(=O)COC(=O)C1CCN(S(=O)(=O)c2cccs2)CC1 | -35 | -1% | -6%
18 | O=C(N/N=C/c1oc(O)c2ccccc12)c1ccccc1O | 6 | -2% | ?
19 | O=C(NNc1ccc([N+](=O)[O-])cc1)C12CC3CC(CC(C3)C1)C2 | -19 | -33% | -1%
20 | CN(C)C(=O)c1c(C(F)(F)F)nn(C)c1Cl | -21 | 0% | ?
21 | COc1ccc(CCN(C)Cc2ccc(C(=O)Nc3ccccc3)cc2)cc1OC | -73* | -24% | 2%
22 | Cc1ccc(C(=O)ON=C2CCN(S(=O)(=O)c3ccccc3)CC2)cc1 | 34 | 4% | -1%
23 | CCCN1C(=O)S/C(=C\c2ccc(N3CCOCC3)o2)C1=O | 25 | 8.9µM* | 10%
24 | Cc1ccc(NC(=O)Cc2coc3ccc(C(C)C)cc23)c(C)c1 | -10 | 5% | 9%

No. | AmpC inh no detg | HCV inh | FBPA Giardia inh
17 | -10% | 9% | /
18 | -30% | 12% | -4%
19 | -11% | 7% | 6%
20 | -12% | -21% | 4%
21 | 34% | 10µM* | /
22 | 37% | 6% | 1%
23 | 35% | -20% | ?
24 | / | / | /

Next part
No. | mol | HCMV antiviral | Sm TGR block | AmpC detergent
25 | Cc1ccc(N2CCN(c3ccc(C)cc3)C2c2ccncc2)cc1 | -21 | 19% | 1%
26 | COc1cc(C2CC(c3cccs3)=NN2C(=O)CCl)ccc1OC(F)F (configuration not stated) | -97* | 7.9µM* | 4%
27 | CC(C)COc1ncnc2c1sc1nc3c(cc12)COC(C)(C)C3 | / | -9% | 1%
28 | CCc1ccc(-c2nn(CC(=O)NC3CCCCC3)c3c2cnc2ccc(OC)cc23)cc1 | -6 | 0% | 20%
29 | CC(C)(C)OC(=O)N1CCC(c2nnc(SCc3cccc(Cl)c3)o2)CC1 | -16 | 1% | 3%
30 | CC(C)c1cnc2c(c1SCC(=O)Nc1cccc(F)c1)c(=O)n(C)c(=O)n2C | -6 | -2% | 8%
31 | COc1ccc(N(CC(=O)N/N=C/c2ccc(OC)cc2OC)S(=O)(=O)c2ccccc2)cc1 | -10 | 13% | 0%
32 | Nc1nc(NCc2ccco2)nc(N2CCCC2)c1[N+](=O)[O-] | -15 | 0% | -12%

No. | AmpC inh no detg | HCV inh | FBPA Giardia inh
25 | -2% | 14% | 2%
26 | -10% | 11µM* | -10%
27 | -11% | / | 4%
28 | / | / | /
29 | / | / | /
30 | / | / | /
31 | -34% | -13% | 7%
32 | 7% | -19% | 0%

Following part:
No. | mol | HCMV antiviral | Sm TGR block | AmpC detergent
33 | COc1ccc(N2CCN(Cc3nc(Cc4cccc(F)c4)no3)C(C)C2)cc1 (configuration not stated) | -15 | -6% | -4%
34 | O=C(Nc1ccc(Cl)c(C(F)(F)F)c1)C(Cc1ccccc1)NS(=O)(=O)c1cccc2nsnc12 (configuration not stated) | -26 | -3% | -1%
35 | CNCC1(c2ccccc2)CCCC1 | 3 | 3% | -14%
36 | CCCOc1ccc(CNC(=O)CCC(=O)n2ncc3cc(C)ccc32)cc1 | -4 | -1% | -3%
37 | CCc1nc(N2CCN(C(=O)c3ccco3)CC2)c(C#N)c2c1COC(C)(C)C2 | -1 | 0% | -12%
38 | O=C(CCc1nc2ccccc2[nH]1)Nc1ccccc1 | -26 | -2% | 0%
39 | CCOC(=O)N1CCC(NC(=O)C(Cc2ccccc2)NC(=O)C2CCCCC2)CC1 (configuration not stated) | 3 | -6% | -2%
40 | CC(C)=NNC(=O)CN1C(=O)NC2NC(=O)NC21 (configuration not stated) | -38 | -6% | -5%

No. | AmpC inh no detg | HCV inh | FBPA Giardia inh
33 | 67%[activator] | -7% | -2%
34 | / | / | /
35 | -11% | 18% | -3%
36 | -26% | 4% | 4%
37 | 58% | 22µM* | -1%
38 | -13% | 3% | -1%
39 | 5% | 3% | -4%
40 | -10% | 31%[activator] | 0%

(more compounds)
No. | mol | HCMV antiviral | Sm TGR block | AmpC detergent
41 | CCOC(=O)c1c(CSc2ccc(CC)cc2)oc2ccc(O)c(CN(C)C)c12 | -82* | 9% | -1%
42 | CC(=O)N1c2ccccc2C(=O)OC1c1cccnc1 (configuration not stated) | 1 | -34% | 5%
43 | CSCCC(NC(=O)COc1ccccc1)C(=O)N1CCN(c2ccccc2Cl)CC1 (configuration not stated) | -8 | 1% | -17%
44 | Cc1cc(C)nc(-n2nc(C)cc2NC(=O)COC(=O)CCC(=O)c2cccs2)n1 | 24 | 12%[11.4 µM] | 1%
45 | Cc1ccc(NC(=O)CN2CCc3cc4c(cc3C2C)OCCCO4)cc1C (configuration not stated) | -26 | -22% | -5%
46 | O=C(CSc1ccc2nnc(-c3ccccn3)n2n1)Nc1ccc(F)cc1F | ? | 15% | 4%
47 | C=CCSc1nnc2c(n1)[nH]c1c(C)cccc12 | -37 | -5%[11.4 µM] | -6%
48 | O=C(/C=C/c1ccccc1)Oc1cccc(C(=S)N2CCOCC2)c1 | -23 | -4% | 5%

No. | AmpC inh no detg | HCV inh | FBPA Giardia inh
41 | 109%[activator] | 4µM* | -11%
42 | -2% | 1% | 0%
43 | 1% | ? | /
44 | 75%[activator] | -1% | -7%
45 | 39% | ? | /
46 | -8% | ? | -1%
47 | -33% | 7.9µM* | -2%
48 | 6% | 14% | -16%

Further results.
No. | mol | HCMV antiviral | Sm TGR block | AmpC detergent
49 | CCOc1cccc(-c2cc(C(=O)NN)[nH]n2)c1 | -35 | / | 2%
50 | CCCN(CC(=O)c1cc(C)n(C)c1C)S(=O)(=O)c1cccc(C(F)(F)F)c1 | -27 | ? | 1%
51 | C/[N+]([O-])=C\CC(=O)c1ccc(-c2ccccc2)cc1 | 9 | ? | 6%
52 | C=CCc1ccc(OCCCOc2ccc(C)c(C)c2)c(OC)c1 | 88 | -7% | -8%
53 | Cc1ccc(S(=O)(=O)N[C@H](C(=O)OCn2nnc3ccccc3c2=O)C(C)C)cc1 | -31 | 0% | -6%
54 | Cc1cccc(C2=NOC(=O)/C2=C\c2ccccc2F)c1 | -8 | -5% | 0%
55 | O=C1NCCN(Cc2ccoc2)C1CC(=O)N(CCO)Cc1ccccc1 (configuration not stated) | -6 | 7% | 1%
56 | CCOC(=O)CCC(NC(=O)CC(=O)NC(CCC(=O)OCC)C(=O)OCC)C(=O)OCC (configuration not stated) | -96* | 16% | -1%

No. | AmpC inh no detg | HCV inh | FBPA Giardia inh
49 | -51% | 16% | 4%
50 | 50% | -13% | 19%
51 | -35% | -13% | -2%
52 | 3% | -2% | -3%
53 | 11% | ? | 0%
54 | -23% | 21% | /
55 | 34% | 7% | 4%
56 | 22% | 9% | -5%

Other structures
No. | mol | HCMV antiviral | Sm TGR block | AmpC detergent
57 | O=C(CN1CCN(c2ccccn2)CC1)Nc1cc(C(F)(F)F)ccc1Cl | -6 | 1% | -14%
58 | COc1ccc(C2C3=C(CC(C)(C)CC3=O)Nc3c2c(=O)[nH]c(=O)n3Cc2ccccc2)cc1OC (configuration not stated) | -6 | -28% | 5%
59 | C[C@H](CO)N1C[C@H](C)[C@@H](CN(C)C(=O)Nc2ccc3c(c2)OCO3)Oc2c(NC(=O)Nc3ccc4c(c3)OCO4)cccc2C1=O | -10 | / | /
60 | COc1ccc(S(=O)(=O)N2CCOC2CNC(=O)C(=O)NCc2cccnc2)cc1C (configuration not stated) | 13 | 7% | -7%
61 | CC(=O)Nc1ccc(NC(=O)CN2C(=O)CCc3cc(S(=O)(=O)N4CCCCC4)ccc32)cc1 | -2 | 5% | 6%
62 | COCCCn1c(SCc2ccc(OC)cc2)nc2cc(OC)c(OC)cc2c1=N | 0 | -19% | -7%
63 | Cc1nc2ccc(S(=O)(=O)NC(C(=O)NCc3ccccc3Cl)C(C)C)cc2s1 (configuration not stated) | -13 | -12% | -2%
64 | Cc1c(C(=O)N2CCN(C)CC2)oc2ccc(S(=O)(=O)N3CCOCC3)cc12 | 30 | 1% | -4%

No. | AmpC inh no detg | HCV inh | FBPA Giardia inh
57 | 86%[activator] | ? | 3%
58 | 0% | 13% | -3%
59 | 175%[activator] | ? | /
60 | 8% | 7% | -1%
61 | / | / | /
62 | 128%[activator] | ? | 0%
63 | / | / | /
64 | -4% | 16% | -1%

Assay outcomes from PubChem.
